Fluorescein autfl: qHTS Assay for Spectroscopic Profiling in Fluorescein Spectral Region; actives 0.91% (n = 59,000); Compound autofluorescence, 480/540 nm, fluorescein-equivalent; stronger effect = higher value; AID 593, 2007; max fluorescein-equivalent concentration, M; in the data active means max fluorescein-equivalent concentration above about 10 nM; inconclusive means between about 1.1 nM and that limit
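First, buffer (100 mM Tris, pH 8.0) dispensed; second, compounds and fluorescein standards pinned in; third, 15 min room-temperature incubation; finally, imaging at ex 480 nm/em 540 nm. Fluorescence normalized against the six-point fluorescein curve.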
Epigenetic mod: qHTS Assay for Epigenetic Modulators; mouse C127i GFP locus derepression, cytometry, 30 h; Potency, µM (top dose mostly 46.1 µM), without a hit: at the highest dose GFP derepression (activation); actives 0.09% (n = 68,000); further: % of control where 0% means no effect
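Derepression screen: silenced CMV-GFP reporter in murine C127i cells, 30 h compound incubation at 37 C, washed cells imaged by laser-scanning cytometer to enumerate GFP-expressing objects of 20 to 120 um.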
Rhodamine autofl: qHTS Assay for Spectroscopic Profiling in Rhodamine Spectral Region; Rhodamine-region fluorescence, 547/598 nm, Tris buffer; stronger effect = higher value; max dye-equivalent concentration, M; actives 0.05% (n = 59,000); AID 594, 2007; in the data active means max dye-equivalent concentration above about 11 nM; inconclusive means between about 1.1 nM and that limit
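Intrinsic compound fluorescence, ex 547 / em 598 nm, CCD imager. Tris 100 mM pH 8.0; 15 min RT. Output = rhodamine dye-equivalent concentration at each compound concentration.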
Pol III holo inh: qHTS Assay for Inhibitors of DNA Polymerase III Holoenzyme System | reconstituted DNA polymerase III holoenzyme replication, biochemical | Potency, µM (highest dose often 57.1 µM), for the others: top-dose activity change, negative = inhibition | actives 0.25% (n = 71,000) | AID 603, 2007; further: potency means the concentration at half of the fitted maximal effect; on the % scale 0 is the no-effect control and ±100 the full control effect
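Reconstituted *E. coli* holoenzyme (0.35 nM Pol III, 1 nM beta, 154 nM SSB, 2 nM primase) was preincubated with compound for 15 min at RT. Synthesis on 1.4 nM ssM13Gori ran 35 min, then was stopped with PicoGreen/EDTA and read as dsDNA fluorescence.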
HBB splicing: qHTS Assay for Modulators of Hemoglobin Beta Chain Splicing; AID 925, 2007; HBB splicing reporter cell assay, activation; EGFP reporter with mutant IVS2-654 intron; response scale: normalised to 500 nM splice-correcting PNA; actives 0.06% (n = 65,000); Potency, µM (series often up to 46.1 µM), for inactives: at the highest dose activation, actives largely listed as activators; further: potency means the concentration at half of the fitted maximal effect; 0% is about no effect
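Compounds were applied for 2 days to HeLa EGFP-654 cells, 500/well in Optimem with 2% FCS. The reporter's EGFP is disrupted by mis-splicing of beta-globin intron IVS2-654. Readout: summed well GFP fluorescence from 488 nm laser scanning; reference was 500 nM antisense […] 654 PNA.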
4-MU autofl: qHTS Assay for Spectroscopic Profiling in 4-MU Spectral Region; compound autofluorescence, 340/450 nm, 4-MU equivalents; stronger effect = higher value; max dye-equivalent concentration, M; actives 11% (n = 59,000); AID 589, 2007; in the data active means max dye-equivalent concentration above about 10 nM; inconclusive means mostly about 1.1 nM to 9.6 nM
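Compounds in 100 mM Tris, pH 8.0, sat 15 min at room temperature before fluorescence was read at 340 nm excitation/450 nm emission; a per-plate six-point 4-MU standard curve converted signals to dye-equivalent concentration at each compound concentration.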
Hsp90 Hop PPI: qHTS Assay for Disrupters of an Hsp90 Co-Chaperone Interaction. AID 595, 2007. Potency, µM (titrated, usually from 57 µM), for the others: top-dose activity change, negative = inhibition. actives 0.44% (n = 71,000). AlphaScreen TPR2A-His6 binding biotin-Hsp90 C-terminal peptide. Hsp90 C-terminal peptide / TPR2A (Hop) interaction, human; active means well fitted curve in either direction with a large enough effect; inconclusive means small, poorly fitted or top-dose-only effect, or another doubt; further: potency means the concentration at half of the fitted maximal effect; on the % scale 0 is the no-effect control and ±100 the full control effect; many of its hits are not listed in these tables
HADH2 inhib: qHTS Assay for Inhibitors of HADH2 (Hydroxyacyl-Coenzyme A Dehydrogenase, Type II). 3-hydroxyacyl-CoA dehydrogenase type-2 (Homo sapiens), Q99714. recombinant HADH2, NADH fluorescence, beta-hydroxybutyryl-CoA. Potency, µM (highest dose often 57.1 µM), for the others: at the top dose activity change, negative = inhibition, usual class: inhibitors. actives 3.4% (n = 73,000); further: potency means the concentration at half of the fitted maximal effect; on the % scale 0 is the no-effect control and ±100 the full control effect; nearly all actives have a fitted effect of over 60% in size; many of its hits are not listed in these tables
Target sequence (Q99714 whole entry, looked up, one chain of several): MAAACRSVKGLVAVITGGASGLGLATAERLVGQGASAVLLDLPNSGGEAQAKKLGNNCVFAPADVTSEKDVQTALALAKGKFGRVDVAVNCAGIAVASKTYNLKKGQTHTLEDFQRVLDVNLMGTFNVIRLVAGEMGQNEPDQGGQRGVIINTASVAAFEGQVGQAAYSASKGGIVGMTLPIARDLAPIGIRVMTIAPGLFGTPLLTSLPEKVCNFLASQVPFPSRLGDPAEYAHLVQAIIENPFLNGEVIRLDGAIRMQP
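Activity measured as NADH fluorescence gain (360/450 nm), taken as the change between first and last reads of a 4-min kinetic run. Conditions: pH 9.0 Tris buffer, 20 nM E. coli-expressed His-tagged enzyme, 1 mM NAD+, 90 uM beta-hydroxybutyryl-CoA; 15-min compound preincubation.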
Texas Red fluor: qHTS Assay for Spectroscopic Profiling in Texas Red Spectral Region; actives 0.06% (n = 59,000); Compound fluorescence, Texas Red channel, 547/618 nm; stronger effect = higher value; AID 587, 2007; max dye-equivalent concentration, M; in the data active means max dye-equivalent concentration above about 10 nM; inconclusive means between about 1.1 nM and that limit
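Compound titrations in 100 mM Tris pH 8.0 were incubated 15 min at room temperature and read at 547 nm excitation / 618 nm emission. Texas Red six-point standard curve on each plate converted fluorescence to dye-equivalent concentration.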
15-hLO inh: qHTS Assay for Inhibitors of 15-hLO (15-human lipoxygenase); Potency, µM (doses to about 57.1 µM), for the others: at the highest dose activity change, negative = inhibition, usual class: inhibitors; purified 15hLO-1, xylenol orange hydroperoxide absorbance; Polyunsaturated fatty acid lipoxygenase ALOX15 (Homo sapiens), P16050; actives 1.4% (n = 74,000); further: potency means the concentration at half of the fitted maximal effect; on the % scale 0 is the no-effect control and ±100 the full control effect; nearly all actives have a fitted effect of over 55% in size
Target sequence (P16050 whole entry, looked up): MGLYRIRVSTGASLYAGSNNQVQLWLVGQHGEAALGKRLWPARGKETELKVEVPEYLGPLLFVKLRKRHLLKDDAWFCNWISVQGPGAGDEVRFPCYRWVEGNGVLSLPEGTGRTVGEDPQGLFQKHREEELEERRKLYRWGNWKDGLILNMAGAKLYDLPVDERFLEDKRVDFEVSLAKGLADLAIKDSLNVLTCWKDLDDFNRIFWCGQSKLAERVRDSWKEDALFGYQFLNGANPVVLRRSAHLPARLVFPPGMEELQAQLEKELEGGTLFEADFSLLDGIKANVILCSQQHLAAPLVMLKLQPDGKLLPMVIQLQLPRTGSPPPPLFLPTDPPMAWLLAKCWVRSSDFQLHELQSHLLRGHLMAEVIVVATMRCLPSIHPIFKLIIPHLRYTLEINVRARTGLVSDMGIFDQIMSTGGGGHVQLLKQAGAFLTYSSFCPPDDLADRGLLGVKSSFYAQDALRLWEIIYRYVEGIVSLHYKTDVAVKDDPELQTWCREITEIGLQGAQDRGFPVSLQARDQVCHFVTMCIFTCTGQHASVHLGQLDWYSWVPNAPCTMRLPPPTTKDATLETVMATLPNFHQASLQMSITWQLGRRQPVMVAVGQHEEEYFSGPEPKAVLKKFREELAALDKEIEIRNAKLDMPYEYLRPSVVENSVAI
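Hydroperoxide formed from arachidonic acid (50 uM) by purified human 15hLO-1 (40 nM) oxidizes ferrous iron, and the ferric-xylenol orange complex is read at 573 versus 405 nm. Compounds were preincubated 15 min; reaction ran 6 min at room temperature.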
UbGFP stabilizer: Ubiquitin-GFP Assay; Ubiquitin-GFP reporter cells, proteasome inhibition, GFP fluorescence; response scale: untreated = 0%, 10 µM MG-132 = 100%; Potency, µM (doses to about 45.9 µM), for the others: top-dose activation (GFP accumulation), usual class: activators; 67,000 tested, under 10 active; AID 526, 2006; active means well fitted activation curve with a large enough effect, not every such curve was filed as active; inconclusive means small, poorly fitted or top-dose-only effect, or another doubt; inactive means no such curve, though single readings can be large or run the other way; further: potency means the concentration at half of the fitted maximal effect
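Proteasome block read as GFP accumulation: ubiquitin(G76V)-GFP U2OS cells exposed to compound (2.9 nM–46 uM) for 4 hr at 37 C. Normalization used untreated cells as 0% and 10 uM MG-132 as 100%; concentration-response curves fitted.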
Numbers without * were called inactive; i = inactive; ? = inconclusive; / = not tested or not shown; [ ] = remark or other dose. Unless noted, the call rests on the fitted dose curve; in most records, active means well fitted curve in the direction sought with a large enough effect; inconclusive means small, poorly fitted or top-dose-only effect, or another doubt; inactive means no such curve, though single readings can be large; an effect the other way counts as inactive or inconclusive. These rows are one share of the data; count on the stated rates, not on these rows.

SMILES	Fluorescein autfl	Epigenetic mod	Rhodamine autofl	Pol III holo inh	HBB splicing	4-MU autofl	Hsp90 Hop PPI	HADH2 inhib	Texas Red fluor	15-hLO inh	UbGFP stabilizer
Cc1ccc2c(c1)N(Cc1ccncc1)C(=O)C(C)O2 (stereo unspecified)	i	0.0%	i	-7.8%	/	i	-1.3%	1.0%	i	9.6%	4.2%
O=C(c1ccc(CS(=O)(=O)c2ccc(Br)cc2)o1)N1CCOCC1	/	/	/	-9.6%	-0.9%	/	-1.8%[2.3 µM]	7.5%	/	1.2%	-7.7%
CCOC(=O)C1CCN(Cc2ccc(N(C)C)cc2)CC1	/	-1.5%	/	2.0%[11.4 µM]	-3.8%[0.0738 µM]	/	-6.3%[11 µM]	3.5%[11.4 µM]	/	10.9%[11.4 µM]	-12.4%[9.17 µM]
O=C(CSc1nnc(-c2ccco2)o1)N1c2ccccc2CCc2ccccc21	i	0.8%	i	-0.5%	-0.3%	i	-8.6%	-0.5%	i	-11.1%	2.4%
O=C(COC(=O)c1ccco1)NCC1CCCO1 (stereo unspecified)	i	0.6%	i	0.2%	1.8%[57.5 µM]	i	-3.3%	-9.6%	?	-7.6%	-1.8%
CCC(=O)NC(C)c1nc2ccccc2n1C (stereo unspecified)	i	1.2%	i	1.2%	7.4%	i	2.8%	-3.6%	?	-3.8%	-6.1%
COc1cccc(OC)c1C(=O)Nc1ccccc1N1CCCC1	i	8.6%	i	-1.2%	-0.2%	i	-2.1%	-2.0%	i	6.0%	-1.4%
c1coc(CN=C2NC(=NCc3ccco3)c3ccccc32)c1	?	-1.2%	i	37.8%	1.5%	i	-6.3%	1.1%	i	-4.9%	-0.8%
CCOC(=O)N1CCC(Nc2c(NCCCN(C)Cc3ccccc3)c(=O)c2=O)CC1	/	/	/	5.2%	-0.8%	/	-1.9%[2.3 µM]	-1.3%	/	-1.7%	1.6%
COc1ccc(-n2c(Cc3cccn3C)nnc2SCC(=O)Nc2nccs2)cc1	/	/	/	1.2%	-0.8%	/	-1.5%[2.3 µM]	-5.9%	/	-17.1%	-7.1%
Cc1ccc(OCCNS(=O)(=O)c2cccs2)cc1	i	1.9%	i	-4.7%	-0.4%[57.5 µM]	i	4.5%	-4.1%	i	8.1%	0.1%
Nc1nncn1C(=O)CCc1ccccc1	i	-2.7%	i	-5.0%	-1.7%	i	-4.7%	-5.3%	i	0.3%	7.9%
O=C(c1cn(-c2ccccc2)nc1-c1ccc(F)cc1)N1CCOCC1	/	-1.8%	/	-10.1%	0.3%	/	-1.6%	6.3%	/	9.5%	4.3%
O=C(NC1CCCCC1)C(c1ccco1)N(C(=O)c1csnn1)C1CCCC1 (stereo unspecified)	i	0.2%	i	3.7%	/	i	-0.1%	0.3%	i	0.2%	-1.3%
COc1ccc(C2(C(=O)NCCN3CCOCC3)CCOCC2)cc1	i	6.0%	i	1.8%	1.6%	i	4.3%	2.5%	i	0.4%	5.7%
O=C(O)C1Nc2c(C(=O)N3CCOCC3)cccc2C2C=CCC12 (stereo unspecified)	/	2.5%	/	-24.4%	-2.5%	/	-11.1%	?	/	-4.0%	-1.5%
Cc1cccn2c(=O)c3cc(C(=O)N4CCCc5ccccc54)n(C)c3nc12	?	-2.8%	i	3.1%	0.2%	3.78e-08M*	-1.0%	0.6%	i	-7.3%	-8.7%
O=C(NCN1C(=O)C2C3C=CC(C3)C2C1=O)Nc1ccccn1 (stereo unspecified)	i	1.2%	i	0.4%	0.3%	i	-3.3%	-4.6%	?	1.3%	7.1%
Cn1c(=O)c2c(nc(SCc3cccnc3)n2Cc2ccccc2)n(C)c1=O	i	-1.3%	i	-6.0%	/	i	-2.0%	-28.8%	i	-7.2%	0.6%
O=C(CCNC(=O)c1ccc(Br)o1)NC1CCCC1	i	2.6%	i	-3.2%	-2.6%[1.84 µM]	i	2.1%	2.5%	i	5.4%	7.9%
CN(C)CC(O)COc1cc2ccccc2cc1C(=O)N1CCCCC1 (stereo unspecified)	i	0.1%	i	0.3%	-0.5%	i	0.8%	9.2%	?	-7.4%	0.7%
CC1CCCCC1NC(=O)COc1ccc(-n2cnnn2)cc1 (stereo unspecified)	?	4.9%	i	3.5%	-8.2%	i	-8.5%	-3.2%	?	?	1.0%
COC(=O)Cn1nc(-c2ccccc2)c2ccccc2c1=O	i	0.2%	i	-3.8%	-0.3%	?	2.2%	7.9%	i	-7.9%	2.3%
CCOC(=O)c1sc(NS(=O)(=O)c2ccc(NC(C)=O)cc2)nc1C	i	1.5%	i	-9.1%	/	i	?	-1.5%	i	2.8%	-2.1%
CCCCCC[C@@H]([C@H](C)O)n1cnc2c(N)ncnc21	?	0.0%	i	-5.0%	-1.7%	1.02e-08M*	-2.8%	8.6%	?	7.2%	9.5%
CN1C(=O)Cn2c1nc1ccccc12	?	-2.3%	i	-3.2%	-0.3%[57.5 µM]	i	-2.6%	-10.9%	i	-3.1%	1.1%
Cc1ncc(CSc2nnnn2-c2ccccc2)c(N)n1	i	-6.5%	i	-8.6%	-0.5%	i	-2.9%	7.9%	?	4.8%	-2.6%
O=C1C(c2ccncc2)=C(O)c2ccccc21	?	0.0%	i	-3.2%	8.9%[0.369 µM]	i	-11.6%	-8.4%	i	-18.1%	0.1%
C=CCn1c(N)c(C(=O)Nc2ccccc2OC)sc1=S	i	-2.1%	i	6.3%	-0.8%[0.369 µM]	i	-21.1%	-2.4%	?	-4.2%	/
CC1CCN(C(=O)COC(=O)c2cc3ccccc3cc2O)CC1	i	0.0%	i	0.4%	0.0%[57.5 µM]	i	1.6%	4.7%	i	2.7%	0.9%
CCCn1c(C)nc2c(NCc3ccccc3)nc(C)nc21	/	/	/	9.5%	-2.4%	/	-3.1%	14.2%	/	-21.8%	-6.8%
N#CC1=C(N)n2c(s/c(=C\c3ccco3)c2=O)=C(C#N)C1c1ccco1 (stereo unspecified)	?	0.0%	i	-12.8%	/	i	-6.5%	?	?	-26.8%	0.0%
CCCCOc1ccccc1C1C(C(=O)OC)=CN(CC)C=C1C(=O)OC	/	-1.5%	/	-3.8%[11.4 µM]	-0.6%[0.0738 µM]	/	?	36.5%[activator][11.4 µM]	/	?	?
Cc1cc(NC(=O)CCC(=O)N(CC(=O)NC2CCCC2)Cc2ccccc2Cl)no1	i	1.5%	i	3.3%	-0.5%[57.5 µM]	i	0.3%	-0.7%	i	11.1%	-0.4%
COCCCNC(=O)CCc1nc(-c2ccccc2)no1	i	-4.7%	i	0.1%	1.4%[1.84 µM]	i	0.3%	-29.4%	i	-3.0%	-7.0%
Cc1c(NC(=O)c2cc(-n3cnnc3)ccc2Cl)cccc1-c1nc2ccccc2o1	?	0.0%	i	-3.1%	0.7%	i	-4.5%	17.6%	i	-6.9%	-2.6%
CCOC(=O)c1cccc(NC(=O)C2CCCN2S(=O)(=O)c2cccc3cccnc23)c1 (stereo unspecified)	/	-3.9%	/	1.5%	0.4%	/	-5.5%	3.1%	/	-3.1%	3.1%
CCOC(=O)c1cc2ccc(OC)c(OC)c2c(=O)s1	?	-1.0%	i	-1.7%	1.5%	?	-5.3%	4.5%	i	0.1%	12.4%

From PubChem BioAssay
